POLH inh = inhibitors of human DNA polymerase eta. 1.2% of 390,000 active. recombinant Pol eta, fluorescent DNA replication assay. Q9Y253. Potency, µM (doses to about 114 µM), for inactives: at the highest dose activity change, negative = inhibition, most hits filed as inhibitors; further: on the % scale 0 is the no-effect control and ±100 the full control effect
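Pol eta at 10 nM preincubated with compounds 15 min at room temperature; reaction started with fluorescent substrate (50 nM final) and read kinetically at 0 and 10 min.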
G9a block = G9a (human) methyltransferase inhibition; 8.8% of 350,000 active; G9a H3K9 monomethylation, AlphaScreen, 2 h; Potency, µM (top dose mostly 102 µM), inactives show top-dose activity, negative = inhibition, most hits filed as inhibitors; Q96KQ7; further: on the % scale 0 is the no-effect control and ±100 the full control effect; nearly all actives have a fitted effect of over 75% in size
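Step 1: enzyme (final 20 nM) with compound, 15 min RT. Step 2: substrate peptide 500 nM and SAM 20 uM, 2 h RT. Step 3: anti-H3K9me1 antibody and AlphaScreen beads, 10 min, then plate read.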
POLI inh = blocks human DNA polymerase iota activity; Q9UNA4; Pol iota fluorescent replication assay, 10 min; Potency, µM (highest dose often 115 µM), inactives show top-dose activity, negative = inhibition, actives largely listed as inhibitors; 1% of 390,000 active
Target sequence (Q9UNA4 whole entry, looked up): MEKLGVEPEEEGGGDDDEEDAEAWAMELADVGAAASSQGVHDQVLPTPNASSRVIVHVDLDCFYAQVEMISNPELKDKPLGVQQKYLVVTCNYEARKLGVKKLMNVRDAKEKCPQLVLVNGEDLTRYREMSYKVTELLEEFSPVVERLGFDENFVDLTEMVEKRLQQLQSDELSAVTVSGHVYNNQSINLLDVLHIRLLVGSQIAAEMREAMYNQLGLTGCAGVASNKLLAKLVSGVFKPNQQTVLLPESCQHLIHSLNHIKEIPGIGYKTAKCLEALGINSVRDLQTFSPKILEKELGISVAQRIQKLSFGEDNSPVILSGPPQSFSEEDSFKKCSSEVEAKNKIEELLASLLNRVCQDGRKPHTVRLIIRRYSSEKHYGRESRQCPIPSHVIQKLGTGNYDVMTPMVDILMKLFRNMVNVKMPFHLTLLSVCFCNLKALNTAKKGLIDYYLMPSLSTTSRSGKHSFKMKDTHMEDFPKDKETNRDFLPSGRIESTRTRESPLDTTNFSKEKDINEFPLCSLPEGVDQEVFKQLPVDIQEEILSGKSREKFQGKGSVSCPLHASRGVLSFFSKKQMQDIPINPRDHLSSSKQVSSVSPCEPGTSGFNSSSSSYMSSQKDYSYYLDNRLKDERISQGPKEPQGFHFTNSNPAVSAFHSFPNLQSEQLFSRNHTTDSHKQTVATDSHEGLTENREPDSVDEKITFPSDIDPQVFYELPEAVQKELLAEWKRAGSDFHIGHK
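Pol iota at 10 nM preincubated 15 min with compounds at room temperature; reaction started with fluorescent substrate, 50 nM final. Fluorescence read kinetically at 0 and 10 min; buffer-only wells as negative control.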
BLM helicase inh = inhibitors of human Bloom syndrome helicase BLM; recombinant BLM DNA unwinding, fluorescence dequenching; Potency, µM (top dose mostly 56.1 µM), for inactives: at the top dose activity change, negative = inhibition, hits mostly inhibitors; 0.2% of 350,000 active; AID 2528; P54132;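 further: plate controls were vehicle for no effect and no enzyme for full effect; nearly all actives have a fitted effect of over 35% in size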
APEX1 inh = APE1 (human) endonuclease inhibition. Potency, µM (top dose mostly 65.8 µM), for inactives: top-dose activity change, negative = inhibition, usual class: inhibitors. 0.35% of 350,000 active. P27695. AID 2517. recombinant APE1, TAMRA/BHQ-2 abasic DNA cleavage fluorescence;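 further: plate controls were vehicle for no effect and reference inhibitor for full effect; nearly all actives have a fitted effect of over 55% in size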
Target sequence (P27695 whole entry, looked up): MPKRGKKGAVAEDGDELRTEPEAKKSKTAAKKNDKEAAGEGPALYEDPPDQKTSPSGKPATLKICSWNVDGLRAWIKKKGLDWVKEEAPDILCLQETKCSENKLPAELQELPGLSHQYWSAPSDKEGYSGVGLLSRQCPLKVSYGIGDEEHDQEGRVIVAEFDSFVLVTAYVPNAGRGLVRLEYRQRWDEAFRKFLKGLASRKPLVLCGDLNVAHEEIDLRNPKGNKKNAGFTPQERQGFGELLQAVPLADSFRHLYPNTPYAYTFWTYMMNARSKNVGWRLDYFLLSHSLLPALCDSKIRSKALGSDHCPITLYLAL
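Step 1: APE1 (0.75 nM) with compound, 15 min RT. Step 2: add 50 nM fluorophore/quencher THF duplex. Step 3: three fluorescence reads 60 s apart (525/598 nm); read 3 minus read 1 = reaction progress.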
Apoferritin bind = binds horse apoferritin like a general anesthetic. P02791. apoferritin/1-aminoanthracene competitive binding, fluorescence. Potency, µM (highest dose often 77.5 µM), for the others: at the top dose activity change, negative = displacement, hits mostly inhibitors. 0.074% of 350,000 active; further: on the % scale 0 is the no-effect control and ±100 the full control effect; nearly all actives have a fitted effect of over 20% in size
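Read-out: endpoint 1-AMA fluorescence, excitation 380 nm and emission 535 nm, after compounds sit 10 min at room temperature with 10 uM horse-spleen apoferritin in 50% saturated 1-AMA/PBS. Values come from four-parameter Hill fits.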
POLK inh = DNA polymerase kappa (human) inhibition; 0.53% of 400,000 active; Potency, µM (doses to about 107 µM), for the others: top-dose activity, negative = inhibition, usual class: inhibitors; AID 588579; purified Pol kappa, fluorescent DNA synthesis assay, 10 min; further: on the % scale 0 is the no-effect control and ±100 the full control effect
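Fluorescent qHTS in 1536-well format: enzyme (10 nM) and compound sat 15 min at room temperature before 50 nM substrate (final) was added. Signal taken at 0 and 10 min; no-enzyme buffer wells were negative controls.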
POLB inh = blocks human DNA polymerase beta activity; P06746; Pol beta primer extension/strand displacement, fluorescence kinetic; Potency, µM (top dose mostly 114 µM), inactives show at the highest dose activity change, negative = inhibition, hits mostly inhibitors; 1.3% of 340,000 active; further: on the % scale 0 is the no-effect control and ±100 the full control effect
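Enzyme-only controls used 10 nM Pol beta; buffer lacking enzyme served as negative control. Compound preincubated 15 min, then 50 nM substrate added; 0 and 10 min reads at room temperature.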
BAZ2B block = blocks human BAZ2B. Potency, µM (doses to about 114 µM), without a hit: at the top dose activity change, negative = inhibition, most hits filed as inhibitors. AlphaScreen BAZ2B-H3K14Ac peptide displacement. 4.4% of 360,000 active. Q9UIF8; further: on the % scale 0 is the no-effect control and ±100 the full control effect; nearly all actives have a fitted effect of over 60% in size
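AlphaScreen displacement of biotin-H3(5-23)K14Ac peptide (50 nM final) from BAZ2B (50 nM final) in PBS pH 7.4, 0.01% Tween-20; complex preformed 30 min RT, then compounds (top 110 uM) 30 min RT, beads 20 min dark.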
The depositor's hits bear a star; ? = inconclusive; nt = no result given; & = joins results of further samples; [ ] = dose if it differs, or a comment. The call rests on the fitted dose curve; in most records, active means well fitted curve in the direction sought with a large enough effect; inconclusive means small, poorly fitted or top-dose-only effect, or another doubt; inactive means no such curve, though single readings can be large; an effect the other way counts as inactive or inconclusive. Potency means the concentration at half of the fitted maximal effect. Only part of the results is shown; count on the stated rates, not on these rows.

SMILES | POLH inh | G9a block | POLI inh | BLM helicase inh | APEX1 inh | Apoferritin bind | POLK inh | POLB inh | BAZ2B block
CCn1c(Cc2ccc(OC)cc2)nnc1SCC(=O)NC1CCCCC1 | -3% | 11% | 1% | -1% | -4% | -13% | -22% | 46%[activator] | 3%
CCOc1ccc(CCNC(=O)CCn2ccc3cc(S(=O)(=O)N4CCCC4)ccc32)cc1 | -12% | 11% | -8% | -4% | -9% | 5% | ? | 5% | -24%
COc1ccc(Cc2nnc(NS(=O)(=O)c3ccc(Cl)cc3)s2)cc1OC | 3% | 32µM* | 3% | -6% | 4% | -10% | -23% | -16% | ?
O=C(O)CCC1(CCC(=O)O)c2ccccc2-c2ccccc21 | -21% | 23% | 13% | 0% | 27% | 0% | -5% | 50% | 10%
CC(C)(CO)N=C1NS(=O)(=O)c2cc([N+](=O)[O-])ccc21 | -9% | ? | 5% | 2% | 4% | 2% | -15% | 3% | 0%
c1ccc(Nc2ccnc(Nc3ccccc3)n2)cc1 | -20% | -49% | 7% | -4% | -4% | -7% | 4% | -13% | -26%
Cc1nc(SCn2nnc3ccccc3c2=O)nc(C)c1C | 9% | -3%[59 µM] | 15% | 1% | -8% | -16% | 1% | -13% | 18%
CCN(CC(=O)Nc1c(F)cccc1F)C(=O)/C=C/c1cn(Cc2ccccc2)nc1-c1cccnc1 | -12% | nt | 21% | 0% | 4% | -15% | -2% | 18% | -15%
O=C(CSc1nnc2ccccn12)Nc1ccc2c(c1)OCO2 | -8% | 5% | 22% | -3% | -1% | -5% | 8% | 46% | -10%
Cc1csc(=Nc2ccccc2)n1CCO | -6% | 28µM* | -1% | 5% | 2% | 8% | -5% | 6% | ?
COc1ccccc1NC(=O)Cn1c(=O)n2nc(C)nc2c2ccccc21 | -3% | 0% | 1% | 5% | ? | -11% | 2% | -16% | 10%
Cc1cc(C)n(/N=C/c2cccs2)c(=O)c1C#N | -9% | 22%[59 µM] | 41%[activator] | 0% | 5% | 4% | -4%[60.1 µM] | 1% | -4%
CC1C/C(=N\NC(=O)CCc2ccc(S(=O)(=O)N3CCOCC3)cc2)CC(C)(C)C1 (stereo not drawn) | -15% | -2% | 3% | 4% | 1% | -5% | -13% | 1% | 3%
CC(=O)c1c(C(C)=O)c(C)n(C2CCCCC2)c1C | -12% | 7%[59 µM] | 2% | -5% | -5% | -5% | -10% | -11% | -18%
O=C(Nc1ccc(Cl)cc1)C1(S(=O)(=O)c2ccccc2)CC1 | -5% | nt | 59%[activator] | nt | 1% | nt | -5% | nt | nt
O=C(O)c1cccc(S(=O)(=O)NCCc2ccccc2)c1 | 8% | -7% | 60%[activator] | 0% | 0% | -1% | -19% | 4% | -7%
C=CCNc1nc(C)nc(OC)n1 | 4% | 7% | 7% | -3% | 3% | -2% | -13% | 3% | -2%
COc1ccc(/C=C2\SC(=O)N(CCNC(=O)C3CC(=O)N(c4ccccc4)C3)C2=O)cc1 (stereo not drawn) | -2% | -13%[0.501 µM] | 8% | -4% | 1% | -10% | -12% | -5% | -9%
CC(=O)Nc1ccc(NC(=O)c2cc(CN3CCCC3)on2)cc1 | 1% | 8%[59 µM] | 14% | -1% | nt | 0% | 1% | -2% | -10%
COC(=O)c1cc(NC(=O)c2c(-c3c(Cl)cccc3Cl)noc2C)ccc1N1CCOCC1 | -18% | nt | 17% | -7% | 7% | -6% | 2% | 0% | -4%
O=C(CSc1nnc(C2CC2)n1Cc1ccccc1)Nc1cccnc1Cl | -1% | -2% | 67%[activator] | 0% | 5% | -7% | -18% | 0% | -17%
COc1ccc(CCNC(=O)CSc2nc3[nH]ncc3c(=O)n2-c2ccccc2OC)cc1OC | -4% | 13% | -8% | 2% | 14% | -6% | 0% | 4% | -28%
O=C1c2ccccc2S(=O)(=O)N1CC(O)COc1ccc(Br)cc1 (stereo not drawn) | -11% | 6%[59 µM] | 7% | -6% | 16% | ? | -24% | 2% | 5%
O=C(NCc1ccco1)Nc1ccc([N+](=O)[O-])cc1 | 1% | 3%[59 µM] | 23% | -5%&-2% | 7%&-8% | -7%&-8% | 0% | 4%&3% | ?
CC1=C(c2ccc(C)c(C)c2)S(=O)(=O)N=C1N1CCC(C(=O)Nc2ccc(Cl)cc2)CC1 | -11% | ? | ? | -7% | nt | ? | -3%[60.1 µM] | -26% | -3%
CC(=O)N1CCC2(CC1)C/C(=N\NC(=S)Nc1ccccc1C)c1cc(O)ccc1O2 | -23% | 32µM* | 8% | -6% | -5% | 6% | 3% | -15% | -31%
O=C1C(=O)N(c2ccccn2)C(c2ccc(F)cc2)/C1=C(/O)c1ccc(Br)cc1 (stereo not drawn) | -7% | 14%[0.501 µM] | -12% | -6% | 32% | -4% | -3% | -19% | -1%
S=c1[nH]nc(COc2ccccc2)n1/N=C/c1ccccn1 | -18% | ? | -18% | 1% | 0% | -12% | -1% | 57% | 13%
O=C(N/N=C/c1cccc(Oc2ccccc2)c1)c1ccccc1Br | -6% | 13%[59 µM] | -4% | -14% | -5% | ? | -2%[60.1 µM] | 8% | 2%
Cc1ccc(-n2nc(C)c3c(=O)[nH]c(C(F)(F)F)nc32)cc1 | nt | ? | nt | 3% | 3% | -16% | nt | 3% | -3%
CC(C)Cn1cnc2c(c1=N)C(c1ccccc1)C1=C(CC(C)(C)CC1=O)O2 (stereo not drawn) | -22% | -130%[12.7 µM] | -16% | -4% | 15% | -16% | -1% | 37% | -4%
Cc1ccc(Cl)cc1NC(=O)COCc1cc(-c2ccco2)on1 | -9% | ? | 1% | -5% | nt | 3% | -20% | 1% | 6%
CCn1c(SCC(=O)Nc2nccs2)nnc1-c1cccnc1 | -10% | 26% | 26% | 0% | 15% | -8% | 5% | 4% | -2%
CC(=O)N1CCC[C@@]2(CCN(c3ccncc3)C2)C1 | nt | 6%[12.7 µM] | nt | -12% | 6% | nt | -6%[60.1 µM] | nt | nt
Cc1cc(NC(=O)CSc2ncc(C(=O)Nc3ccc(C)c(C)c3)c(=O)n2C)no1 | -8% | -2%[59 µM] | 31%[activator] | 1% | nt | -8% | -5%[60.1 µM] | -7% | 0%
CC1CCCCN1C(=O)c1ccc(OC2CCN(S(=O)(=O)N(C)C)CC2)cc1 (stereo not drawn) | -6% | 2% | 41%[activator] | -3% | 6% | -4% | 1% | 3% | -5%

Two entries picked at random from the list so far:
SMILES | POLH inh | G9a block | POLI inh | BLM helicase inh | APEX1 inh | Apoferritin bind | POLK inh | POLB inh | BAZ2B block
CC(C)Cn1cnc2c(c1=N)C(c1ccccc1)C1=C(CC(C)(C)CC1=O)O2 (stereo not drawn) | -22% | -130%[12.7 µM] | -16% | -4% | 15% | -16% | -1% | 37% | -4%
CC(=O)N1CCC2(CC1)C/C(=N\NC(=S)Nc1ccccc1C)c1cc(O)ccc1O2 | -23% | 32µM* | 8% | -6% | -5% | 6% | 3% | -15% | -31%

Additional results follow.
SMILES | POLH inh | G9a block | POLI inh | BLM helicase inh | APEX1 inh | Apoferritin bind | POLK inh | POLB inh | BAZ2B block
CC(=O)C(=Nc1ccc(Cl)cc1Cl)NNc1cccc(Cl)c1 | -21% | ? | -1% | -11% | 1% | ? | -5% | 0% | 14µM*
C[C@H](CO)N1C[C@H](C)[C@@H](CN(C)S(C)(=O)=O)Oc2ccc(NC(=O)Nc3ccc4c(c3)OCO4)cc2C1=O | -2% | nt | 39% | nt | 28% | nt | 3% | nt | nt
O=C(c1ccc2c(c1)OCCO2)C1CCN(S(=O)(=O)c2cccc(F)c2)CC1 | -18% | -8%[59 µM] | -10%[58.9 µM] | -3% | 5% | -18% | -13% | -4% | 4%
Cc1c(C)[n+](=O)c(-c2ccco2)c(C)n1[O-] | -8% | 2% | 1% | -1% | -3% | -20% | -1% | 0% | -3%
O=S(=O)(c1cccc2c(S(=O)(=O)N3CCCC3)cccc12)N1CCCC1 | -14% | 16%[12.7 µM] | 2% | 2% | -1% | -9% | -5% | -15% | 2%
CCN(CC(=O)Nc1c(F)cccc1F)C(=O)c1ccc(N2CCCC2)c([N+](=O)[O-])c1 | -14% | -38% | 7% | nt | 47% | nt | -6% | nt | -34%
COC(=O)[C@@H](NC(=O)Nc1cccc(Br)c1)C(C)C | -12% | 21%[59 µM] | 22% | -2% | 2% | 3% | 18% | 3% | -1%
COc1ccc(C=O)cc1CSc1ccccn1 | -17% | nt | 180%[activator] | -2% | -2% | -6% | -1% | -4% | 14%

Of the compounds above, 7 have an aryl methoxy group.
SMILES | POLH inh | G9a block | POLI inh | BLM helicase inh | APEX1 inh | Apoferritin bind | POLK inh | POLB inh | BAZ2B block
CCn1c(Cc2ccc(OC)cc2)nnc1SCC(=O)NC1CCCCC1 | -3% | 11% | 1% | -1% | -4% | -13% | -22% | 46%[activator] | 3%
COc1ccc(Cc2nnc(NS(=O)(=O)c3ccc(Cl)cc3)s2)cc1OC | 3% | 32µM* | 3% | -6% | 4% | -10% | -23% | -16% | ?
COc1ccccc1NC(=O)Cn1c(=O)n2nc(C)nc2c2ccccc21 | -3% | 0% | 1% | 5% | ? | -11% | 2% | -16% | 10%
C=CCNc1nc(C)nc(OC)n1 | 4% | 7% | 7% | -3% | 3% | -2% | -13% | 3% | -2%
COc1ccc(/C=C2\SC(=O)N(CCNC(=O)C3CC(=O)N(c4ccccc4)C3)C2=O)cc1 (stereo not drawn) | -2% | -13%[0.501 µM] | 8% | -4% | 1% | -10% | -12% | -5% | -9%
COc1ccc(CCNC(=O)CSc2nc3[nH]ncc3c(=O)n2-c2ccccc2OC)cc1OC | -4% | 13% | -8% | 2% | 14% | -6% | 0% | 4% | -28%
COc1ccc(C=O)cc1CSc1ccccn1 | -17% | nt | 180%[activator] | -2% | -2% | -6% | -1% | -4% | 14%

Screening data: PubChem BioAssay, National Center for Advancing Translational Sciences (NCATS)
